ERa coact inh: blocks coactivator binding to human estrogen receptor alpha; P03372; TR-FRET ER-alpha LBD / SRC-1 peptide, estradiol-bound; inhibition, % at 25.6 µM; 86,000 tested, 1.7% active; in the data active means inhibition above about 50%;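 further: 0% = receptor plus peptide control and 100% = peptide only without receptor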
Target sequence (P03372 whole entry, looked up, the tested form may be a part): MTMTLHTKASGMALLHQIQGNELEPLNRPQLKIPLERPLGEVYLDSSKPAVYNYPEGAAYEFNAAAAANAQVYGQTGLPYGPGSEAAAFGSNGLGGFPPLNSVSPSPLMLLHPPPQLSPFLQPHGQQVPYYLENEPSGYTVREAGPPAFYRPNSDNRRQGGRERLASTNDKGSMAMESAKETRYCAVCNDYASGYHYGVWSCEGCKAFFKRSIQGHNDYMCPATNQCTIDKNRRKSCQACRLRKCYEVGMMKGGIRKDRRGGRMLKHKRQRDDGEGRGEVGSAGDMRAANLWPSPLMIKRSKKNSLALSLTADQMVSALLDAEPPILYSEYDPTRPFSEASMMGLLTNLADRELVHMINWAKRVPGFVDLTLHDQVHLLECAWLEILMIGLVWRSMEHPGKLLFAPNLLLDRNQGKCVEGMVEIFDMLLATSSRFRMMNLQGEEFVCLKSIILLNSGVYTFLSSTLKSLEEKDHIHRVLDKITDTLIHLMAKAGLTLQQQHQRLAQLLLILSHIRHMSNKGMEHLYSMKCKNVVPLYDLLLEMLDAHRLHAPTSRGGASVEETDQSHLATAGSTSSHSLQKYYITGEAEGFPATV
H69AR growth 86K: blocks growth of human H69AR lung tumor cells | H69AR lung tumor viability, ATP luminescence, 72 h; stronger effect = lower value | viability, % at 10 µM | 85,000 tested, 6% active | AID 598;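 active means viability at or below 40%; inactive means viability above 40%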;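 further: multidrug resistant small cell line overexpressing MRP-1 efflux transporter; 100% = mean luminescence of untreated control wells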
ERa coact pot: ER-alpha (human) coactivator binding potentiation | P03372 | coactivator binding (% of control), % at 25.6 µM | 86,000 tested, 1.3% active | AID 639 | TR-FRET ERalpha-LBD/SRC-Cy5 coactivator binding, 2 h; 100 = basal binding, no effect; in the data active means activity above about 200%;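 further: binding measured in presence of low estradiol as agonist stimulus; 0% = peptide alone without receptor and 100% = receptor with peptide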
ERb SRC1 inh: ER-beta (human) coactivator binding inhibition; TR-FRET ER-beta LBD / SRC1-Cy5 peptide binding; receptor agonist-loaded with 1 µM estradiol; 86,000 tested, 1.3% active; inhibition, % at 25.6 µM; Q92731;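 active means compounds whose percent inhibition of the receptor-coactivator binding signal exceeds about 50% in the single-dose screen, limit read from the data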;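 further: 0% = receptor plus peptide wells without compound and 100% = peptide-only wells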
Smad3 inh: blocks human Smad3 binding to FoxH1 peptide; inhibition, % at 25 µM; AID 630; TR-FRET Smad3/Dy647-FoxH1 peptide binding, europium anti-His; P84022; 88,000 tested, 0.29% active;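 active means compounds that reduce the energy-transfer binding signal between the protein and its labelled peptide by more than half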;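 further: 0% = Smad3 plus labelled peptide maximal FRET and 100% = peptide-only background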
Target sequence (P84022 whole entry, looked up): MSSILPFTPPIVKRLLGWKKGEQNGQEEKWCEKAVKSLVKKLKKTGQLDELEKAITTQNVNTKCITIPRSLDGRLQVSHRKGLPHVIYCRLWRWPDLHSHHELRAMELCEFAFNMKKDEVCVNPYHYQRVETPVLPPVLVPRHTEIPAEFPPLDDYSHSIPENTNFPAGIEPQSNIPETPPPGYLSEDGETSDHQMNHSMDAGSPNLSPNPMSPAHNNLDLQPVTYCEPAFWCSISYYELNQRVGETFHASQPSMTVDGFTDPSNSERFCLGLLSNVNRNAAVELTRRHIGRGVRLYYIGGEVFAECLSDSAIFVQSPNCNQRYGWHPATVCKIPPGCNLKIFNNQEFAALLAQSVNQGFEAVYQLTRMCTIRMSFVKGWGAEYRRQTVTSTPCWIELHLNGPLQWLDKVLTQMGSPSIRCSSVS
Fibroblast inh: blocks proliferation of human lung fibroblasts; LL 47 human lung fibroblast viability, ATP luminescence; stronger effect = lower value; viability, % at 10 µM; 85,000 tested, 1.1% active; AID 719;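 active means viability at or below 50% in the single dose screen; inactive means viability above 50%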;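 further: compound exposure lasted 72 h before the ATP readout; 100% = median luminescence of untreated cell-only wells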
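material = human LL 47 lung fibroblast cells | dosing = compounds added from tenfold dosing solution, 0.1% DMSO final | timing = overnight cell rest, 72 h compound treatment at 37 °C | measured by = CellTiter-Glo luminescence measuring cellular ATP | evaluation = % viability versus median cells-only luminescence | control set = cell-only wells, no compound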
Mac1 fbg enh: increases human CD11b/CD18 adhesion to fibrinogen; K562 CD11b/CD18 adhesion to fibrinogen, ATPlite luminescence; 93,000 tested, 0.07% active; P05107+P11215; activation, % at 10 µM; AID 1499;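 active means 10 µM primary screen giving 50% or more activity, confirmed by 40% or more on retest at that dose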; further: strong numbers were not always called active
MT1-MMP txn act: MT1-MMP promoter transcription activation; HT1080 MT1-MMP promoter luciferase reporter, luminescence, overnight; stronger effect = higher value; activation factor at 10 µM; AID 750; 86,000 tested, 0.16% active;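 active means activation factor of at least 2 for MT1-MMP transcription at 10 µM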
HUVEC prolif 384: blocks proliferation of human endothelial cells | HUVEC proliferation, CellTiter-Glo luminescence, 72 h; stronger effect = lower value | viability, % at 10 µM (by protocol) | 86,000 tested, 1.1% active | AID 648;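 active means viability at or below 30%; inactive means viability above 30%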;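 further: 100% = median luminescence of DMSO-only cell control wells on each plate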
Active calls of the source: *; . = no result given; [ ] = dose if it differs, or a comment. Some of the compounds tested (hit frequency here may not be typical).

SMILES | ERa coact inh | H69AR growth 86K | ERa coact pot | ERb SRC1 inh | Smad3 inh | Fibroblast inh | Mac1 fbg enh | MT1-MMP txn act | HUVEC prolif 384
Cc1c(C)[n+](=O)c2c(n1[O-])CCCCC2 | 6 | 94 | 94 | 7 | -2 | 105 | 0 | 1 | 95
COc1ccccc1-n1cnc2cc(NC(C)=O)ccc21 | -4 | 66 | 79 | -2 | 4 | 91 | 5 | 1 | 95
CCCOC(=O)/C(C)=N\NC(=O)c1ccco1 | 4 | 99 | 107 | -5 | 16 | 103 | 2 | 1.1 | 98
O=C(CC(C(=O)O)C1CCCO1)NCCc1ccc2c(c1)OCO2 (centres undefined) | 3 | 103 | 108[fluorescence artefact?] | 1 | 6 | 97 | -3 | 1 | 93
Cc1nc2scc(-c3cccs3)c2c(=O)o1 | 17 | 58 | 84[fluorescence artefact?] | 19 | -3 | 103 | 4 | 1 | 66
CCOc1ccc(C(=O)NCC(=O)OC(C)C(=O)NCc2ccco2)cc1OCC (centres undefined) | -9 | 88 | 101 | 15 | -1 | 100 | -1 | 1.3 | 91
COc1ccc(CNC(=O)NC2CCCCC2)cc1 | -6 | 97 | 89 | -6[fluorescence artefact?] | -10 | 101 | -3 | 1.3 | 106
COc1ccc(C2=NCN(c3ccc(C)cc3)C(=S)N2)cc1 | 3 | 68 | 100 | -14 | 5 | 101 | 1 | 1.5 | 106
CCc1ccc(C(=O)COC(=O)c2cccs2)cc1 | -4 | 82 | 94 | -4 | -9 | 105 | -6 | . | 114
Cc1ccc2cc3c(NC(=O)c4ccco4)nn(CC(C)C)c3nc2c1 | 7 | 35* | 85 | 6 | -5 | 86 | 0 | 1.3 | 52
CCCCN(C)C(=O)CCCc1c[nH]c2ccccc12 | -6 | 90 | 99[fluorescence artefact?] | -6 | 11 | 100 | . | 1.5 | 91
Cc1ccc(-n2ncc3c(=O)n(CC(=O)N4CCCCCC4)cnc32)cc1 | -4 | 84 | 127 | 4[fluorescence artefact?] | 6 | . | -3 | 1.2 | 103
Cn1c2ccccc2c2c(C(=O)N3CCN(c4ccc(F)cc4)CC3)cn(C3CCCC3)c(=O)c21 | 9 | 46 | 97 | 3 | 13 | 86 | 7 | . | 66
N=c1c(C(=O)NCc2ccccc2)cc2c(=O)n3ccccc3nc2n1Cc1ccco1 | 71*[fluorescence artefact?] | 39* | 68[fluorescence artefact?] | 47[fluorescence artefact?] | 11 | 81 | 3 | 1 | 78
CCc1c(O)nc(SCC(N)=O)n(-c2ccccc2F)c1=O | -3 | 108 | 78 | -10 | -2 | 86 | 5 | 1.2 | 98
O=C(Nc1ccc2c(c1)OCO2)C1CC(c2ccccc2Cl)=NO1 (centres undefined) | 7 | 80 | 116[fluorescence artefact?] | 4 | 9 | 95 | 0 | 1.5 | 88
CC(Oc1ccccc1)C(=O)N1CCCc2ccccc21 (centres undefined) | 0 | 86 | 110[fluorescence artefact?] | 4 | -10 | 92 | -1 | 1.1 | 93
C=CCOC(=O)COc1ccc2c(C)c(C)c(=O)oc2c1 | -5 | 90 | 101 | 2 | 7 | 101 | -4 | 1.1 | 97
CCOC(=O)Cc1nnc(NC(=O)c2ncn[nH]2)s1 | -7 | 94 | 104 | -7 | 11 | 99 | -7 | 1.1 | 96
N=c1sccn1CC(=O)Nc1cccc2ccccc12 | -10 | 87 | 98 | -4 | 8 | 103 | 1 | 1.3 | 96
COc1cc(C2=NOC(C(=O)N3CCCc4ccccc43)C2)cc(OC)c1OC (centres undefined) | 0 | 83 | 113 | -4 | 6 | 109 | -4 | 1 | 102
COc1ccccc1N1CCN(C(=O)CSc2nc(-c3ccco3)cc(C(F)(F)F)n2)CC1 | 5[fluorescence artefact?] | 97 | 60[fluorescence artefact?] | 11[fluorescence artefact?] | -5[fluorescence artefact?] | 107 | 16 | 1 | 77
CCCCN(C)C(=O)c1c[nH]c2ccc(S(=O)(=O)N3CCOCC3)cc2c1=O | -6 | 102 | 123 | -7 | 6 | 95 | . | 1 | 110
CCn1c(SC(C)C(=O)NC2CCCc3ccccc32)nnc1-c1cccs1 (centres undefined) | 3 | 77 | 94 | -1 | 7[fluorescence artefact?] | 100 | -1 | 1.2 | 102
Cc1cc(C)c(C#N)c(N2CCCC2)n1 | 5[fluorescence artefact?] | 91 | 110 | -1 | 9 | 93 | -3 | 1.1 | 88
CCc1ccc(NC(=O)CSC2=C(C#N)C(c3ccc4c(c3)OCO4)CC(=O)N2)cc1 (centres undefined) | 5 | 81 | 127 | -8 | -6 | 102 | . | 1 | 92
C/C=C/CSc1nc2c(c(=O)[nH]c(=O)n2C)n1CCC | 6 | 85 | 93 | 11 | -10 | 103 | 1 | 1.1 | 85
O=C(O)/C(=C1\OC(=O)c2ccccc21)c1ccccc1 | -13 | 98 | 94 | -5 | 12 | 97 | . | 1 | 102
CC(C)(O)/C=C1/Oc2ccccc2C1N1CCCCC1 (centres undefined) | 12 | 105 | 96 | 7 | 0 | 98 | 0 | 1.3 | 103
CCOc1cc(S(=O)(=O)NC2CC2)c(OCC)cc1-n1cnnn1 | -3 | 105 | 105 | -4 | 4 | 97 | -3 | 1.2 | 91
COc1ccc(NC2C=CS(=O)(=O)C2)cc1 (centres undefined) | -7 | 88 | 98 | -15 | 6 | 101 | 0 | 1.1 | 101
Cc1cc(NC(=O)CCC(=O)N(CCc2ccccc2)C(C(=O)NC2CCCC2)c2ccco2)no1 (centres undefined) | -2 | 55 | 117 | -2 | 3 | 97 | 12 | 1.1 | 90
Clc1ccc(Nc2nc3ccccc3n3nnnc23)cc1 | -1 | 44 | 107[fluorescence artefact?] | -24 | 20[fluorescence artefact?] | 68 | -1 | 1.1 | 52
CC1(C)CC(=O)C(C=NC(CCC(N)=O)C(=O)O)=C(O)C1 (centres undefined) | -2 | 94 | 102 | 3 | -4 | 101 | 1 | 1 | 95
Cc1ccc(C)c(NC(=O)CSc2n[nH]c(-c3ccncc3)n2)c1 | 4 | 104 | 103[fluorescence artefact?] | -8 | -9 | 104 | 0 | 1.1 | 96
CCOC(=O)C1C(=O)NC(SCC(N)=O)=C(C#N)C1c1ccccc1OCC (centres undefined) | -8 | 86 | 93 | -2[fluorescence artefact?] | 4 | 93 | 0 | 1.1 | 100
CN1/C(=C\C=C2\N=C(c3ccc(F)cc3)OC2=O)C(C)(C)c2ccccc21 | 8 | 96 | 94 | 27[fluorescence artefact?] | 7 | 95 | 0 | . | 90
Cc1ccc(NCc2nnc(SCC(=O)NCc3ccco3)n2CC2CCCO2)c(C)c1 (centres undefined) | -7[fluorescence artefact?] | 90 | 104 | 6[fluorescence artefact?] | -11 | 104 | 2 | 1.1 | 96
O=C(c1ccc(OCC2CCCO2)cc1)N1CCN(c2ccccc2)CC1 (centres undefined) | 5 | 96 | 119 | 6 | 1 | 113 | 0 | 1.1 | 108
C=CCn1c(SCC(=O)NC2CCCCC2)nnc1-c1sc(N)nc1C | 8 | 107 | 100 | 8 | -8 | 104 | 4 | 1.1 | 96
CCn1c(SCC(=O)N2CCOCC2)nc(O)cc1=O | -11 | 111 | 108 | -7 | 7 | 103 | 4 | 1 | 89
O=C(Nc1cc(C(F)(F)F)ccc1-n1cncn1)c1ccc(Cl)cc1 | 0[fluorescence artefact?] | 95 | 134 | -18 | 1 | 89 | -2 | 1.1 | 99
CC(C)(C#N)C(C)(C)c1nn[nH]n1 | -7 | 97 | 134 | -2 | 2 | 103 | 3 | 1 | 88
O=C(Nc1ccc(-c2nc3ccccc3o2)c(O)c1)c1cc(-n2cnnc2)ccc1Cl | 31 | 21* | 132 | 18 | 8 | 99 | 3 | 1.1 | 95
N#CC1=C(N)Oc2cc(N)ccc2C1C1CCCCC1 (centres undefined) | 20 | 24* | 76 | -17 | 10 | 58 | -1 | 1.1 | 58
COc1cc(-c2nc(-c3ccc(C)nc3OC)no2)cc(OC)c1OC | 17[fluorescence artefact?] | 68 | 112[fluorescence artefact?] | 9[fluorescence artefact?] | 13[fluorescence artefact?] | 104 | 8 | 1.2 | 82
CCOc1ccc(CCNC(=O)C2CCN(c3nnc(-n4cccc4)s3)CC2)cc1 | -2 | 91 | 99 | 6 | -1 | 108 | -2 | . | 110
O=C(Cn1c(=O)n(Cc2ccco2)c(=O)c2cc(Cl)ccc21)NCC1CCCO1 (centres undefined) | 7 | 91 | 109 | -1 | 3 | 92 | 5 | 1 | 103
COc1ccc(OC)c(S(=O)(=O)N(C)CC(=O)O)c1 | 1 | 94 | 115 | -11 | -4 | 103 | -1 | 0.8 | 104
Cc1ccccc1Cn1ccc(NC(=O)CCSc2nc(-c3ccco3)cc(C(F)(F)F)n2)n1 | -2 | 91 | 86[fluorescence artefact?] | 10 | -1 | 98 | -1 | 1.2 | 76
O=C(Nc1nc(-c2nc3ccccc3s2)cs1)c1ccco1 | 31 | 83 | 288*[fluorescence artefact?] | 40[fluorescence artefact?] | -57 | 97 | . | 1.4 | 76
COc1ccccc1NC(=O)C1=C(C)NC(=O)NC1c1ccccc1F (centres undefined) | -10 | 89 | 116 | -2 | -1 | 106 | -2 | 1.1 | 113
NC(=O)C1CCN(C(=O)CSc2ccccn2)CC1 | 4 | 106 | 110[fluorescence artefact?] | -7[fluorescence artefact?] | 12 | 98 | 1 | 1.2 | 94
Cc1cccc(OCC(=O)Nc2ccc(S(=O)(=O)N3CCN(C)CC3)cc2)c1 | 5 | 90 | 98 | -4 | 9 | 105 | . | 1.3 | 99
COc1ccc(OCC(=O)N/N=C2\CCc3ccccc32)cc1 | 9 | 95 | 102 | -12 | 0 | 103 | -3 | 1.2 | 102
COCCN1Cc2c(sc(C)c2C)N(C(=O)c2ccccc2)C1 | -4 | 95 | 115 | 3 | -10 | 92 | -1 | 1.5 | 94
COC(=O)C(NC(=O)c1ccccc1)(Nc1nc(C)cs1)C(F)(F)F (centres undefined) | 2[fluorescence artefact?] | 112 | 90 | 0[fluorescence artefact?] | 3 | 103 | -3 | 1 | 100
CCOc1ccccc1NC(=O)c1cccc2c1C(=O)N(CCOC)C2 | -5 | 70 | 105 | -2 | 4 | 103 | 10 | 1.3 | 96
Cc1cc(=O)[nH]c(=S)n1-c1ccccc1 | -13 | 92 | 108 | -9 | -1 | 96 | 1 | 1.1 | 94
Cc1cccc(OCCn2c(NC(=O)c3ccco3)nc3ccccc32)c1 | 3 | 45 | 132[fluorescence artefact?] | 4 | 7 | 55 | 7 | 1.1 | 53

Reformatted field by field: 3 of the compounds above.
> CC(C)(C#N)C(C)(C)c1nn[nH]n1
  ERa coact inh = -7
  H69AR growth 86K = 97
  ERa coact pot = 134
  ERb SRC1 inh = -2
  Smad3 inh = 2
  Fibroblast inh = 103
  Mac1 fbg enh = 3
  MT1-MMP txn act = 1
  HUVEC prolif 384 = 88

> O=C(Nc1ccc(-c2nc3ccccc3o2)c(O)c1)c1cc(-n2cnnc2)ccc1Cl
  ERa coact inh = 31
  H69AR growth 86K = 21*
  ERa coact pot = 132
  ERb SRC1 inh = 18
  Smad3 inh = 8
  Fibroblast inh = 99
  Mac1 fbg enh = 3
  MT1-MMP txn act = 1.1
  HUVEC prolif 384 = 95

> COc1cc(-c2nc(-c3ccc(C)nc3OC)no2)cc(OC)c1OC
  ERa coact inh = 17[fluorescence artefact?]
  H69AR growth 86K = 68
  ERa coact pot = 112[fluorescence artefact?]
  ERb SRC1 inh = 9[fluorescence artefact?]
  Smad3 inh = 13[fluorescence artefact?]
  Fibroblast inh = 104
  Mac1 fbg enh = 8
  MT1-MMP txn act = 1.2
  HUVEC prolif 384 = 82
